Screens as filed in PubChem.
TbREL1 primary: TbREL1 inhibition, primary screen; TbREL1 RNA ligation, FRET fluorescence; 89,000 tested, 0.49% active; P86926; inhibition, % at 9.66 µM; AID 1117264;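 active = inhibition above the mean inhibition across all screened compounds plus 3 SD, cut at about 11% in these data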;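 note: 0% = plate median of test wells and 100% = NSC42067 control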
Target sequence (P86926 whole entry, looked up): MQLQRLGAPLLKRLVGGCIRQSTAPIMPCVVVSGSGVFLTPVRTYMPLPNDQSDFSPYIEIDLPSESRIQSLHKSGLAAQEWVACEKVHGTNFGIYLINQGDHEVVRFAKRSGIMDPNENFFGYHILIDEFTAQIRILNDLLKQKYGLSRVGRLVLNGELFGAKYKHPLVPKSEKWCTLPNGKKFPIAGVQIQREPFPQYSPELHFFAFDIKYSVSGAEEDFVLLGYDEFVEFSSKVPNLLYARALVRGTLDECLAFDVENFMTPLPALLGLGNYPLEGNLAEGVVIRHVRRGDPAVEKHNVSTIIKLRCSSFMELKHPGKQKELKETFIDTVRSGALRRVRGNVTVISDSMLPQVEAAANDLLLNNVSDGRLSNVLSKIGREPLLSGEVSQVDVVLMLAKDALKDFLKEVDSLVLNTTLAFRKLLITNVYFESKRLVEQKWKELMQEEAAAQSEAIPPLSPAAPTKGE
Starred values were filed as active, the others as inactive.

SMILES	TbREL1 primary
Nc1nc(-c2cccs2)c(CC(=O)O)s1	-1
O=C(c1ccccc1Cl)c1c(O)c2ccccc2oc1=O	5
NC(=O)c1ccsc1NC(=O)c1cc(=O)c2ccccc2o1	-1
Cc1ccc(C)c(S(=O)(=O)Nc2ccc(O)c(C(=O)O)c2)c1	2
C=CCOc1c(CNn2nnnc2N)cccc1OC	2
COc1ccc(NC(=O)CN(C)C(=O)c2ccc(=O)[nH]c2)cc1	1
CCn1ncc([N+](=O)[O-])c1C(=O)Nc1ccc(C)c(C)c1	0
COC(=O)c1ccc(-n2nnnc2SCC(=O)Nc2ccccc2F)cc1	-3
CCN(CC)CCNC(=O)c1cc2c(=O)n(C)c3ccccc3c2n1C	3
Cc1cccc(N2CCN(S(=O)(=O)c3cccc4nonc34)CC2C)c1 (configuration not stated)	-5
COc1ccc(C2C(C(=O)NCc3ccccc3)=C(C)Nc3ncnn32)cc1OC (configuration not stated)	0
CC(=O)N1CCC2(CC1)CC(=O)c1cc(OCC(=O)N3CCOCC3)ccc1O2	8
CCOc1ccc(C(=O)Nc2cc(=O)n(C)c(=O)n2C)cc1	-1
CCN(CC)C(=O)c1[nH]cnc1C(=O)N[C@@H](CCCCNC(=O)OC(C)(C)C)C(=O)OC(C)(C)C	3
COc1ccc(N2CCN(Cc3nc4c(c(=O)[nH]c(=O)n4C)n3CC(C)=O)CC2)cc1	-5
C[C@H](NC(N)=O)C(=O)OCC(=O)Nc1ccc(OC(F)F)cc1	12*
O=C(O)c1c(NC(=O)c2cccc3ccccc23)sc2c1CCC2	-1
CCOC(=O)c1c(NC(=O)c2cc3n(n2)C(C(F)(F)F)CC(c2cccs2)N3)sc(C)c1C (configuration not stated)	1
CCOc1ccc(N(CC(=O)NCc2cccs2)S(=O)(=O)c2c(C)noc2C)cc1	0
O=C(CN1CCN(Cc2ccccc2Cl)C1=O)NC1CCCCCCC1	-3
O=C(NCCCN1CCCC1=O)c1ccc2c(=O)n(-c3ccc(F)cc3)c(=S)[nH]c2c1	7
C=CCOC(=O)C1=C[C@@H](C2CCCCC2)C[C@@H](OCc2ccc(CO)cc2)O1	1
O=C(NCc1cccnc1)c1cc(S(=O)(=O)N2CCOCC2)c(Cl)cc1Cl	2
N=c1n(Cc2ccccc2)c2ccccc2n1CC(O)COc1ccccc1 (configuration not stated)	8
CCc1ccc(S(=O)(=O)Nc2c(C)nn(C)c2C)cc1	2
COc1ccccc1NC(CC(=O)c1ccccc1)C(=O)OCC(=O)c1ccc(Br)cc1 (configuration not stated)	-2
CC[C@@H](OP(=O)(O)[C@@H](C)N)C(=O)O	2
CCCCCN1CC(O)=C(c2nc(-c3ccc(Cl)cc3)cs2)C1=N	-1
CCOCCCNC(=O)c1c(-c2ccccc2)noc1C	1
OC(c1ccc(Cl)cc1)c1ncc(-c2ccccc2Cl)[nH]1 (configuration not stated)	7
CN1C(=O)[C@H]2[C@@H](C3CC3)N3C(=O)CN(Cc4ccc(-c5ccccc5)cc4)C(=O)[C@@]3(C)[C@H]2C1=O	0
Cc1ccc(OCC(=O)Nc2ccc3c(c2)nc(CCN2CCOCC2)n3C)cc1	-1
CCn1ncc(/C=N\NC(=O)COc2ccccc2)c1C	2
O=C(Nc1ccc(Cl)c(S(=O)(=O)N2CCCCC2)c1)c1ccncc1	-1
COc1ccccc1N(CC(=O)Nc1ccc(F)c(F)c1)S(C)(=O)=O	2
O=C(N/N=C/c1ccccn1)C1CC1	2
COc1ccc(Cl)cc1S(=O)(=O)N1CCC(C(=O)NCCC2=CCCCC2)CC1	-2
O=C(COc1ccc(Br)cc1Br)NC(=S)Nc1cccc(CO)c1	-3
CCn1cc(/C=C(\NC(=O)c2ccccc2F)C(=O)NCCCN2CCOCC2)c2ccccc21	-4
CCC(C)Sc1ccc([C@@H]2[C@@H]3C(=O)N(CC)C(=O)[C@@H]3[C@]3(C(=O)OC)CCCCN23)cc1OC (some centres not stated)	2
CN(C(=O)c1ccc(-c2nn(C)c(=O)c3ccccc23)cc1)C1CCCCC1	2
O=C(N/C(=C\c1ccc(Br)cc1)C(=O)N1CCOCC1)c1ccco1	-1
CCOc1cccc(-c2nnc3sc(-c4cc(OC)c(OC)c(OC)c4)nn23)c1	0
O=C(c1ccc(F)cc1)n1ccc2ccc(-c3ccc4ccn(Cc5ccccc5)c4c3)cc21	10
COc1ccc2c(c1)[C@H]1[C@H](CO2)[C@H](c2ccccc2)[C@]2(C)C(=O)Nc3cc(OC)c(OC)cc3C(=O)N12	-2
COc1cccc(C(O)c2nc(-c3cc4ccccc4o3)cs2)c1 (configuration not stated)	4
CC(=O)CSc1nnc(NC(=O)CCc2ccccc2)s1	0
CCCC1=[N+](CC(=O)c2ccccc2)CCn2cccc21	8
COc1ccc(N2CC(NS(=O)(=O)c3ccc4ccccc4c3)CC2=O)cc1 (configuration not stated)	0
O=C(NCC(c1ccco1)N1CCOCC1)c1ccc(F)c(F)c1 (configuration not stated)	0
O=C(c1cccs1)N1C(=O)c2cccc3cccc1c23	-1
CC(=O)NCCc1nc2ccccc2n1Cc1cccc(C)c1	-2
N#CC(/C(=N/S(=O)(=O)c1cccs1)c1ccccc1)c1nc2ccccc2[nH]1 (configuration not stated)	-1
COc1cccc(-c2csc3nnc(SCC(=O)NCc4cccs4)n23)c1	5
O=C(O)CCCCCCCCc1cn(CN2C(=O)c3ccccc3C2=O)nn1	3
CCOC(=O)[C@]12CCCC=C1N(Cc1ccco1)C(=O)[C@H](CC(=O)NCc1cccc3ccccc13)C2	-5
N#C/C(=C\c1coc2ccccc2c1=O)C(N)=S	2
O=C(c1ccc(NS(=O)(=O)c2cccc(C(F)(F)F)c2)cc1)N1CCCC1	-2
C[C@]12CCC(=O)C=C1CCC1C2CC[C@@]2(C)C1CCC21OCCO1 (some centres not stated)	2
COc1ccc(Cl)cc1NC(=O)COC(=O)C1CCCCC1	8

The list goes on:
SMILES	TbREL1 primary
COc1ccccc1CN(CC(=O)NCc1ccc2c(c1)OCO2)C(=O)c1csnn1	-2
CCCCn1nnc(NC(=O)COc2ccc(Cl)c(C)c2)n1	3
Nc1cc(=O)[nH]c(SCC(=O)N2CCCc3ccccc32)n1	-1
CCOC(=O)C1C(=O)NC(N2CCc3ccccc32)=NC1c1ccccc1 (configuration not stated)	1
CCN1C(=O)/C(=C2\SC(=S)N(c3c(C)n(C)n(-c4ccccc4)c3=O)C2=O)c2ccccc21	-2
CC1=Nc2cc(C(=O)NCCCOC(C)C)ccc2Sc2ccccc21	1
CC(=O)Nc1ccc(C(=O)CSc2nccc(=O)[nH]2)cc1	0
COc1ccc(CNC(=O)c2sc(=O)n(Cc3ccc(-c4ccccc4)cc3)c2C)cc1OC	3
CC(=O)Nc1ccc(NC(=O)c2ccco2)cc1	0
CN(CC(=O)NCc1ccco1)S(=O)(=O)c1ccc2c(c1)c(=O)n(C)c(=O)n2C	1
S=c1[nH]nc(-c2ccccn2)n1/N=C/c1cccc(Cl)c1	-1
CCCOc1ccc(CCC(=O)N/N=C/c2ccncc2)cc1	0
Cn1c(SCC(=O)Nc2cccc(F)c2)nnc1-c1cccnc1	2
COc1ccc(C2=NS(=O)(=O)N(C)C(C(=O)NCc3ccccn3)=C2)cc1OC	-2
O=C1NCC(O)=C1C=Nc1ccccc1O	4
CNc1cncc(-c2ccc(OCCCN(C)C)nc2)n1	3
CC1(C)CC(=O)c2cnc(NC(=O)C3CCCC3)nc2C1	0
COc1cc(SC)ccc1C(=O)Nc1nc(C)cc(C)n1	-2
O=C(CN1C(=O)NC2(CCOc3ccccc32)C1=O)c1ccc(Br)cc1 (configuration not stated)	6
O=C(O)Cn1cc(/C=N/NC(=O)c2cc3cc(Br)ccc3o2)c2ccccc21	-4
CSc1ccc(Cl)c(C(=O)Nc2ccc(Cl)cn2)c1	-1
CN1CCN(S(=O)(=O)c2cccc(C(=O)Nc3cccc(S(N)(=O)=O)c3)c2)CC1	0
Cc1ccnc(NC(=O)C2CCC(CNc3c(N4CCCC4)c(=O)c3=O)CC2)c1 (configuration not stated)	0
COc1ccccc1/C=C/C=N/NC(=O)c1ccccn1	3
O=C(CSc1nnc(SCc2cccc3ccccc23)s1)Nc1ccc(S(=O)(=O)Nc2nccs2)cc1	-5
CCn1c(SCc2cccc(C)c2)nnc1-c1ccccc1	0
N#Cc1c(-c2ccc3c(c2)OCO3)ccn2nc(-c3cccc(C(F)(F)F)c3)nc12	1
O=C(COC(=O)Cn1cnc2ccccc21)Nc1cccc2c1C(=O)c1ccccc1C2=O	3
NC(=S)N/N=C1\CCOc2ccc(F)cc21	1
Cc1ccc(S(=O)(=O)N(C)C)cc1NC(=O)C(C)OC(=O)c1ccc2ccccc2n1 (configuration not stated)	1
Cc1ccc(C(=O)NCC(=O)OCC(=O)Nc2cc(S(=O)(=O)N3CCOCC3)ccc2C)cc1	4
CC1CCN(c2c(NCC3CCC(C(=O)NCc4ccccc4Cl)CC3)c(=O)c2=O)CC1 (configuration not stated)	-1
Cc1onc(-c2ccccc2Cl)c1C(=O)NC(=S)Nc1ccc(C(C)(C)C)cc1	-4
COc1ccc([C@H]2CC(=O)C=C(c3cccc4c3Oc3ccccc3S4)C2)cc1	1
CCCCc1cc(=O)oc2cc(OS(C)(=O)=O)ccc12	0
CCOc1ccc(C(=O)NCC(=O)NCC2CCCCC2)cc1OCC	-1
CC(=O)N(Cc1nc2sc(C)c(C)c2c(=O)[nH]1)C1CCCC1	0
O=C(N/N=C/c1ccco1)c1cccc(N2Cc3ccccc3C2)c1	-1
COc1cc(OC)cc(C(=O)NNC(=S)Nc2ccc(S(N)(=O)=O)cc2)c1	-5
COc1ccc(OC)c(NC(=O)CNC(=O)c2ccc([N+](=O)[O-])cc2)c1	-2
Cc1cccc2cc(/C=N/NC(=O)CN3CCOCC3)c(Cl)nc12	-2
CCOc1cccc(C(=O)Nc2nnc(-c3ccco3)s2)c1	2
CCN(CC)CCC(=O)NN	-1
COc1ccc(NS(=O)(=O)c2cc(NC(=O)c3ccc(C)o3)ccc2N2CCCCC2)cc1	2
c1ccc(N2CCOCC2)c(Nc2nc3ccccc3n3cnnc23)c1	0
CCn1c(SCC(=O)Nc2ccccc2OC)nnc1-c1cnccn1	1
CC(=O)C1=C(O)C(=O)N(Cc2ccccc2)C1c1ccco1 (configuration not stated)	0
O=C(Nc1cccc(-c2cn3c(n2)SCC3)c1)c1ccc2c(c1)OCO2	-2
C/C(=N/NC(=O)c1ccc(Br)s1)c1ccncc1	5
C=CCSc1nc2nc(C)cc(C)n2n1	-2
COc1ccc(C2=NN(C(=O)c3ccccc3C(=O)O)C(c3ccccc3O)C2)cc1 (configuration not stated)	-2
Cc1ccc(S(=O)(=O)NC2(C(=O)O)CCCCC2)cc1	4
COc1ccc(CN=Cc2[nH]c3ccc(Br)c(Cl)c3c2O)cc1	2
NC(=Nc1ccc(Br)cc1)c1ccccc1	4
N/C(=N\OC(=O)c1ccco1)c1ccc(Br)cc1	5
CCc1nc2ccc(C(=O)N(CC)CC(=O)Nc3c(F)cccc3F)cc2nc1CC	-2
O=C(NC(CO)(CO)CO)c1coc(=O)c(Br)c1	2
O=C(Nc1ccccc1)NC1CC2CCC(C1)N2Cc1nnnn1Cc1ccc2c(c1)OCO2 (configuration not stated)	1
O=C(CC(=O)NCc1ccccc1)NCc1ccccc1	2
C=CCN(C(=O)c1ccc2c(c1)nnn2C)c1ccccc1	0

Entries listed so far that contain two or more sulfur atoms (ten):
SMILES	TbREL1 primary
Nc1nc(-c2cccs2)c(CC(=O)O)s1	-1
CCOC(=O)c1c(NC(=O)c2cc3n(n2)C(C(F)(F)F)CC(c2cccs2)N3)sc(C)c1C (configuration not stated)	1
CCOc1ccc(N(CC(=O)NCc2cccs2)S(=O)(=O)c2c(C)noc2C)cc1	0
CC(=O)CSc1nnc(NC(=O)CCc2ccccc2)s1	0
N#CC(/C(=N/S(=O)(=O)c1cccs1)c1ccccc1)c1nc2ccccc2[nH]1 (configuration not stated)	-1
COc1cccc(-c2csc3nnc(SCC(=O)NCc4cccs4)n23)c1	5
CCN1C(=O)/C(=C2\SC(=S)N(c3c(C)n(C)n(-c4ccccc4)c3=O)C2=O)c2ccccc21	-2
CN1CCN(S(=O)(=O)c2cccc(C(=O)Nc3cccc(S(N)(=O)=O)c3)c2)CC1	0
O=C(CSc1nnc(SCc2cccc3ccccc23)s1)Nc1ccc(S(=O)(=O)Nc2nccs2)cc1	-5
COc1cc(OC)cc(C(=O)NNC(=S)Nc2ccc(S(N)(=O)=O)cc2)c1	-5

The listing continues.
SMILES	TbREL1 primary
CCOC(=O)C1CSCCS(=O)(=O)N1Cc1ccc(C)cc1 (configuration not stated)	-3
Cc1cc(C)cc(-n2nnc(C(=O)NCc3ccc4c(c3)OCO4)c2N)c1	9
Cc1cccc(-c2cc(C(=O)Nc3ccncc3)c3ccccc3n2)c1	-2
O=C(c1ccccn1)N(Cc1ccco1)C1(C(=O)NC2CCCCC2)CCCCC1	-3
O=c1c2ccccc2ncn1-c1ccc(Cl)cc1	3
COC(=O)[C@]12CCCCC=C1N(Cc1ccc(OC)cc1)C(=O)[C@@H]2CC(=O)NCc1ccc(OC)c(OC)c1	-9
COCCn1cc(C(=O)N2CCN(C)CC2)c2c3ccccc3n(C)c2c1=O	-2
CC(C)(C)OC(=O)CNC(=O)c1[nH]cnc1C(=O)Nc1ccc(CNC(=O)OC(C)(C)C)cc1	-1
COc1ccc(OCC(=O)Nc2nnc(-c3ccco3)s2)cc1	2
Cc1ccc(NC(=S)NC(=O)c2ccccc2)cc1NC(=S)NC(=O)c1ccccc1	-2

Only part of the results is shown; count on the stated rates, not on these rows.
